# HCMV inh = qHTS Assay for inhibitors of the human cytomegalovirus (HCMV); HFF cells, HCMV-luciferase reporter, 72 h; stronger effect = lower value; AID 1259415, 2018; activity change, negative = inhibition, % at 57.5 µM; 410,000 tested, 4.5% active; in the data active = activity change below about -60%; inconclusive = no clear call, values can overlap the other calls; inactive = above about -39%
#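 Luciferase read-out from HCMV-luciferase-infected HFFs (MOI 1 PFU/cell) 72 h post infection at 37C; compounds added after 16 h cell attachment; activity normalized between buffer-only basal and Salinomycin (10uM) inhibitor controls.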
# Sm TGR block = qHTS Assay for the Inhibitors of Schistosoma Mansoni Peroxiredoxins; purified TGR, DTNB reduction, TNB absorbance 405 nm; 360,000 tested, 3% active; Schistosoma mansoni thioredoxin glutathione reductase (TGR), Q962Y6; Potency, µM (doses to about 114 µM), for the others: at the top dose activity change, negative = inhibition, most hits filed as inhibitors; also: potency is read from the fitted curve at half-maximal effect; nearly all actives have a fitted effect of over 60% in size
#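 Kinetic colorimetric format: TGR-catalysed, NADPH-driven DTNB reduction monitored via TNB absorbance. Enzyme dispensed at 20 nM; compound exposure 15 min at room temperature before reaction start.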
# AmpC inh no detg = qHTS Inhibitors of AmpC Beta-Lactamase (assay without detergent). P00811. AmpC nitrocefin hydrolysis, absorbance 480 nm, 0.0001% Triton. Potency, µM (doses to about 57.1 µM), without a hit: at the highest dose activity change, negative = inhibition, usual class: inhibitors. 330,000 tested, 0.52% active;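 also: potency is read from the fitted curve at half-maximal effect; plate controls were no compound for no effect and no enzyme for full effect; nearly all actives have a fitted effect of over 20% in size; some results filed as inactive show a strong effect at the top dose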
# Target sequence (P00811 whole entry, looked up): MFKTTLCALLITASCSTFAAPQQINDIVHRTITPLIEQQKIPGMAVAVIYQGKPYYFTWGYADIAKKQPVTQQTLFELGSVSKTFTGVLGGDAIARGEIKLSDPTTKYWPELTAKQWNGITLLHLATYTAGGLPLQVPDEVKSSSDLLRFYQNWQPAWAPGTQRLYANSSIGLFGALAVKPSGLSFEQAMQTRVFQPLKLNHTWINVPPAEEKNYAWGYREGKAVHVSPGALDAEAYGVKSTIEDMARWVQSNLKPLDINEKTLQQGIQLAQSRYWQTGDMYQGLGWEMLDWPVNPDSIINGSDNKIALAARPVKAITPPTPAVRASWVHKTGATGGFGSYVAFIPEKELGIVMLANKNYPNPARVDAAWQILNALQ
#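 20 mM phosphate pH 7.0 + 0.01% (detergent screen) or 0.0001% Triton X-100; 5.3 nM AmpC reagent; cpd preinc 15 min RT; nitrocefin (800 uM stock) to start; A480 q20 s × 4 min; Activity was normalised to no-enzyme and no-compound control wells.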
# HCV inhibitor = qHTS Assay for Inhibitors of Hepatitis C Virus (HCV) | Huh7.5.1 HCVcc-Cre infection, luciferase reporter, 44 h | AID 651820, 2012 | Potency, µM (series often up to 41.8 µM), inactives show top-dose activity change, negative = inhibition, actives largely listed as inhibitors | 340,000 tested, 3.4% active; also: potency is read from the fitted curve at half-maximal effect
#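 A cell-based infection assay in which seeded cells (1,000 per well) receive test compound after 4 h, are inoculated with HCVcc-Cre at approximately 0.5 moi, and are incubated 44 h before luminescence detection.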
# Giardia FBPA inh = qHTS Assay for Inhibitors of Fructose-1,6-bisphosphate Aldolase from Giardia Lamblia | A8B2U2 | purified Giardia FBPA | Potency, µM (doses to about 59.6 µM), for the others: top-dose activity, negative = inhibition, usual class: inhibitors | 290,000 tested, 0.71% active; also: potency is read from the fitted curve at half-maximal effect; nearly all actives have a fitted effect of over 55% in size
# Target sequence (A8B2U2 whole entry, looked up): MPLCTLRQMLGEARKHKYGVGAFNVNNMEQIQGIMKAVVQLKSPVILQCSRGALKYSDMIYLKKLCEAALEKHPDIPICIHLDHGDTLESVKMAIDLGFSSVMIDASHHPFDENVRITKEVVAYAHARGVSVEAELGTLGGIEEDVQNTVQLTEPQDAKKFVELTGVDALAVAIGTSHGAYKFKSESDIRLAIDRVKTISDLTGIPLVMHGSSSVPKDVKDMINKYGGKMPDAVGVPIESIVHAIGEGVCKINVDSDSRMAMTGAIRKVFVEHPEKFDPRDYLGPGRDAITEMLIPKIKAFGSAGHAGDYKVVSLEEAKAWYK
#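 40 nM FBPA preincubated 10 min at RT with compound (up to 57.5 uM final), then substrate plus GAPDH/TPI/NAD/arsenate coupling and diaphorase/resazurin added. Fluorescence read after 20 min at RT, 525/598 nm.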
# AmpC inh detg = qHTS Inhibitors of AmpC Beta-Lactamase (assay with detergent) | P00811 | AmpC hydrolysis of nitrocefin, absorbance 480 nm, 0.01% Triton | Potency, µM (highest dose often 114 µM), inactives show at the top dose activity change, negative = inhibition, hits mostly inhibitors | 370,000 tested, 0.041% active;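 also: potency is read from the fitted curve at half-maximal effect; 0% = no-compound wells and -100% = no-enzyme wells; nearly all actives have a fitted effect of over 25% in size; some results filed as inactive show a strong effect at the top dose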
#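 AmpC (5.3 nM in the dispensed reagent) in 20 mM phosphate pH 7.0 with 0.01% (detergent screen) or 0.0001% Triton X-100 was preincubated with compounds for 15 min at room temperature. Nitrocefin was then added from an 800 uM solution, and hydrolysis was followed at 480 nm.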
# The depositor's hits bear a star; ? = inconclusive; / = not tested or not shown; & = joins results of further samples; [ ] = remark or other dose. Unless noted, calls follow the shape of the dose curve; as a rule, active = well fitted curve in the direction sought with a large enough effect; inconclusive = small, poorly fitted or top-dose-only effect, or another doubt; inactive = no such curve, though single readings can be large; an effect the other way counts as inactive or inconclusive. Unless noted, % is scaled to controls: 0 for no effect and ±100 for the full control effect.
SMILES,HCMV inh,Sm TGR block,AmpC inh no detg,HCV inhibitor,Giardia FBPA inh,AmpC inh detg
COc1ccc(NC(=O)C2CCN(C(=O)NC3CCCCC3)CC2)c(OC)c1,-25,-19%,1%,-5%,-5%,-12%
CC(=O)Nc1ccc(NC(=O)C(C)OC(=O)c2ccc3ccccc3n2)cc1 (centres undefined),3,-8%,-19%,7%,/,-4%
O=C(CCCNC(=O)/C(=C\c1ccc(F)cc1)NC(=O)c1ccccc1)OCc1ccccc1,-5,16%,3%,0%,1%,-6%
c1ccc(-c2nnc(SCc3nc4ccccc4[nH]3)n2Cc2ccco2)cc1,-68*,0%,-22%,-8%,1%,-7%
CC(=O)N1c2ccc(S(=O)(=O)N3CCC(C(=O)Nc4ccc(C)cn4)CC3)cc2CC1C (centres undefined),-80*,-9%,10%,11µM*,-9%,?
O=C(CSc1nnc(-c2ccc(F)cc2)n1CC1CCCO1)NCc1ccco1 (centres undefined),/,2%,23%,/,13%,2%
Cc1cnn(C(=S)NCCc2ccccc2)c1,-20,0%,-16%,5%,-14%,?
COc1ccc(-c2nc(CSCC(=O)NCCCN3CCCC3=O)c(C)o2)cc1,-30,-24%,35%,3%,-5%,-2%
Cc1c(CC(=O)NC(C)C)c(=O)oc2cc3c(cc12)CCC(C)(C)O3,-5,3%,31%,-12%,-7%,-4%
Cc1ccc(N2C(=O)C(NC(=O)c3ccccc3)(C(F)(F)F)C3=C2CC(C)(C)CC3=O)cc1 (centres undefined),-19,0%,-9%,42%[activator],4%,0%
Cn1nc(C(=O)Nc2ccccc2)c2c1-c1ccccc1S(=O)(=O)C2,-17,-5%,-10%,12%,/,-4%
Cc1ccc(CNC(=O)CCN2C(=O)COc3ccc(C)cc32)cc1,?,1%,/,/,/,9%
CCOC(=O)C1CCN(C(C(=O)Nc2ccc3c(c2)OCCO3)c2ccccc2)CC1 (centres undefined),-11,2%,24%,6%,-1%,-10%
Cc1ccccc1N(CC(=O)NC1CCCC1)C(=O)C1(C)CC(=O)N=C2C=CC=CN21 (centres undefined),9,3%,-19%,0%,1%,-5%
O=C(N/N=C/c1ccc[nH]1)c1ccccc1O,-92*,-4%,-29%,-11%,?,-1%
O=C(CCCOc1ccccc1)NC1CCCc2ccccc21 (centres undefined),-19,4%,-12%,-8%,-4%,4%
COC(=O)c1ccc(NC(=O)C2CCN(S(C)(=O)=O)CC2)cc1,-24,-1%,-11%,-27%,2%,?
Cc1ccccc1NC(=S)/C(=C(\[O-])c1ccc(C)c([N+](=O)[O-])c1)[n+]1ccccc1,-26,-1%,-17%,0%,?,-1%
O=C(CNC(=O)C1COc2ccccc2O1)N/N=C/c1ccc(O)cc1O (centres undefined),70,1%,-12%,-8%,-27%,2%
O=C(c1cc([N+](=O)[O-])ccc1N1CCOCC1)N1CCOCC1,6,-10%,-10%,8%,4%,?

# Retrieved by compound from the entries so far (5):
SMILES,HCMV inh,Sm TGR block,AmpC inh no detg,HCV inhibitor,Giardia FBPA inh,AmpC inh detg
O=C(CNC(=O)C1COc2ccccc2O1)N/N=C/c1ccc(O)cc1O (centres undefined),70,1%,-12%,-8%,-27%,2%
Cn1nc(C(=O)Nc2ccccc2)c2c1-c1ccccc1S(=O)(=O)C2,-17,-5%,-10%,12%,/,-4%
O=C(c1cc([N+](=O)[O-])ccc1N1CCOCC1)N1CCOCC1,6,-10%,-10%,8%,4%,?
Cc1ccccc1NC(=S)/C(=C(\[O-])c1ccc(C)c([N+](=O)[O-])c1)[n+]1ccccc1,-26,-1%,-17%,0%,?,-1%
O=C(CSc1nnc(-c2ccc(F)cc2)n1CC1CCCO1)NCc1ccco1 (centres undefined),/,2%,23%,/,13%,2%

# (next part)
SMILES,HCMV inh,Sm TGR block,AmpC inh no detg,HCV inhibitor,Giardia FBPA inh,AmpC inh detg
CN1CCc2cc(Cl)c(O)cc2[C@@H](c2ccccc2)C1,-65*,-7%,-29%,-6%,1%&0%,0%
Cc1c(Cl)cccc1NC(=O)CSc1nnc(CCNC(=O)OC(C)(C)C)o1,?,-44%,7%,4%,0%,?
CC(C)CCNC(=O)c1cc(-c2cccs2)nc2ccccc12,27,6%,8%,?,-8%,7%
O=C(CN1C(=O)NC2(CCCCCC2)C1=O)NCc1cccs1,28,3%,-20%,2%,4%,-6%
CCCC(=O)OCCNC(=O)c1cc2ccccc2oc1=O,15,-24%,0%,6%,0%,1%
COc1cccc(C2=NOC(C(=O)Nc3ccc4c(c3)OCO4)C2)c1 (centres undefined),35,-3%,-35%,5%,-5%,0%
NC(=O)c1sc2nc3c(c(-c4ccco4)c2c1N)CCC3,-73*,-25%,-33%,22µM*,?,?
CC(C)c1ccc(N2C(=O)CC(NNC(=O)c3ccccc3Cl)C2=O)cc1 (centres undefined),-15,-15%,-14%,1%,5%,-2%
O=C(CCS(=O)(=O)c1ccccc1)Nc1ccc(Cl)cn1,-16,-36%,-20%,0%,5%,-1%
COc1ccc(C(=O)c2c(-c3cccc(C)c3)oc3ccc(N4CCOCC4)cc23)cn1,-73*,-17%,99%[activator],?,7%,-6%
CN(C)S(=O)(=O)c1ccc(NC(=O)/C=C/c2ccccc2Cl)cc1,?,-8%,-34%,8.9µM*,-8%,-7%
CN(C)c1ccc(/C=C2\CC3C4CC=C5CC(O)CCC5(C)C4CCC3(C)C2=O)cc1 (centres undefined),-8,-16%,-23%,5%,1%,-1%
CC(C)CCn1c(N)c(C(=O)OCC2CCCO2)c2nc3ccccc3nc21 (centres undefined),-24,-3%,105%[activator],13µM*,-14%,-11%
N#CC(c1ccccn1)(c1ncc(C(F)(F)F)cc1Cl)N1CCOCC1 (centres undefined),-14,-23%,-1%,/,-5%,-3%
O=C(N/N=C/c1ccc2ncccc2c1)c1cc(-c2cccs2)nc2ccccc12,-22,6%,-24%,-22%,9%,-1%
NNC(=O)Cn1c(COc2ccc(Cl)cc2)nc2ccccc21,-9,-11%,-37%,11µM*,-5%,-3%
COCCNC(=O)CC(NS(=O)(=O)c1ccc(C)cc1)c1ccco1 (centres undefined),0,14%,-1%,12%,9%,4%
OC1(c2ccc3c(c2)OCO3)CCN(Cc2ccc(F)cc2)CC1,?,1%,-7%,-23%,1%,?
Cc1nc2ccccn2c1C(=O)N/N=C/c1ccc2c(c1)OCO2,7,0%,-17%,-2%,-4%,?
O=C(c1ccc(CSc2nc3ccncc3[nH]2)cc1)N1CCN(c2cccc(Cl)c2)CC1,-90*,-12%,42%,7.9µM*,3%,?
CN(CC(=O)Nc1ccc(Cl)c(Cl)c1)C(=O)c1cccc2cccnc12,-33,0%,62%[activator],-19%,/,7%
N/C(CN1CCCC1=O)=N\OC(=O)c1ccc(Cl)c(Cl)c1,-8,-13%,-12%,-2%,3%,-14%
COc1ccc(-c2cc(C(=O)NCc3ccccc3)no2)cc1OC,-9,3%,3%,16%,-1%,0%
Cn1c(CC(=O)NNC(=O)c2ccccc2F)nc2ccccc21,45,-6%,-20%,9%,/,-6%
CC(=O)c1cccc(NC(=O)C2CC(=O)N(C3CCCC3)C2)c1 (centres undefined),3,/,-5%,2%,/,/
O=C(CCc1nnc(CCCCc2ccccc2)o1)NCc1cccc(F)c1,8,3%[57.1 µM],128%[activator],-2%,0%,0%
CNS(=O)(=O)c1cccc(C(=O)NCC(c2ccco2)N(C)C)c1 (centres undefined),?,?,-5%,-1%,-5%,-9%
CCCCNC(=O)CN1CCC2(O)CCCCC2C1c1ccccc1OC (centres undefined),-38,-21%,47%,-2%,5%,?
COc1ccc(C2/C(=C(/O)c3ccc(F)cc3)C(=O)C(=O)N2c2ccccn2)cc1OC (centres undefined),7,-8%,-8%,21%,0%,?
O=S(=O)(Nc1nc(-c2ccccc2)cs1)c1cccc(C(F)(F)F)c1,-1,-24%,-30%,13%,1%,-2%
O=C(COc1ccc([N+](=O)[O-])cc1)NCC(c1cccs1)N1CCOCC1 (centres undefined),-31,-1%,-9%,-12%,/,-8%
CCOC(=O)C(NC(=O)NCc1ccc(F)cc1)(OCC)C(F)(F)F (centres undefined),-10,-4%,-5%,12%,2%,-16%
CC(=O)N(CCc1cccc(C)c1)Cc1cc2ccc(C)cc2[nH]c1=O,-4,-37%,27%,-1%,-1%,2%
Cc1ccc(NC(=O)CCSc2nnnn2-c2ccc3c(c2)OCO3)cc1C,-23,8%,-46%,?,-5%,?
O=C(COc1ccc(Br)cc1Cl)c1ccc[nH]1,-13,-18%,-44%,17%,-1%,-2%
O=C(NCCOc1ccc(Cl)cc1)c1cccc(S(=O)(=O)N2CCCC2)c1,-68*,-11%,-40%,16µM*,/,-9%
CC(C)CNC(=O)COC(=O)c1ccc([N+](=O)[O-])cc1Cl,21,-18%,-25%,-20%,2%,-2%
COc1ccc(NC(=O)c2cc(S(=O)(=O)N3CCCCCC3)cn2C)cc1Cl,-4,-117%,/,/,/,10%
CC(=O)c1c(C)[nH]c(C(=O)NCc2ccccc2Cl)c1C,-9,3%,-24%,13µM*,1%,1%
CC1(C)Cc2c(sc3nc(C4CC4)n(N)c(=O)c23)CO1,-29,4%,-4%,-14%,0%,-8%

# Next part; the last two above are carried over.
SMILES,HCMV inh,Sm TGR block,AmpC inh no detg,HCV inhibitor,Giardia FBPA inh,AmpC inh detg
CC(=O)c1c(C)[nH]c(C(=O)NCc2ccccc2Cl)c1C,-9,3%,-24%,13µM*,1%,1%
CC1(C)Cc2c(sc3nc(C4CC4)n(N)c(=O)c23)CO1,-29,4%,-4%,-14%,0%,-8%
O=C(CSc1nnc(NC2CCCCC2)s1)NCc1ccco1,56,-15%,-26%,15%,0%,?
CNC(=S)NNC(=O)c1oc2nc(-c3ccccc3)cc(-c3ccco3)c2c1N,-20,-20%,-36%,1%,?,7%
COc1ccc(NC(=O)CN(C)CC(=O)Nc2sc3c(c2C(N)=O)CCC3)cc1,-22,50µM*,-7%,?,/,-15%
Cn1nnnc1SCC(=O)Nc1ccccc1-c1ccccc1,55,-4%,-6%,1%,5%,0%
CCn1ncc([N+](=O)[O-])c1C(=O)Nc1ccc(C)c(C)c1,4,0%,0%,-5%,-1%,-7%
Cc1ccc(CNC(=O)CCNS(=O)(=O)c2cccc3nsnc23)cc1,-10&8,-2%&4%,0%,4%,6%,-10%&0%
O=C(O)C1C2CCCCC2=C2CCCCC2C1C(=O)c1ccccc1 (centres undefined),-15,-14%,-25%,14%,-11%,-1%
BrC(=C\c1ccccc1)/C=N/N1CCN(Cc2ccccc2)CC1,-35,4%,2%,7%,-2%,?
CNC(=S)N(Cc1ccco1)Cc1cc2cc(OC)ccc2[nH]c1=O,105,7%,50%,-30%,2%,1%

# Source: PubChem BioAssay (National Center for Advancing Translational Sciences (NCATS))
